Bioassay records deposited in PubChem by National Center for Advancing Translational Sciences (NCATS).
DT40 TDP1 CPT – DT40-hTDP1 cell growth loss with CPT; chicken DT40 Tdp1-/-;hTDP1 cells + 20 nM CPT, ATP luminescence, 48 h; Potency, µM (titrated, usually from 46.2 µM), for the others: top-dose activity change, negative = growth inhibition, most hits filed as inhibitors; 12% of 420,000 active; AID 686979; also: nearly all actives have a fitted effect of over 55% in size
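Cell growth measured by CellTiter-Glo luminescence after a minimum 48 h, 37 C compound exposure with 20 nM CPT in Tdp1-knockout DT40 cells stably expressing hTDP1, seeded 400/well; qHTS titration format.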
TDP1 cell noCPT – qHTS for Inhibitors of human tyrosyl-DNA phosphodiesterase 1 (TDP1): qHTS in cells in absence of CPT; DT40 Tdp1-/- hTDP1 cells, no CPT, ATP luminescence, 48 h; Potency, µM (doses to about 46.2 µM), without a hit: top-dose activity change, negative = growth inhibition, usual class: inhibitors; 15% of 420,000 active; also: nearly all actives have a fitted effect of over 55% in size
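Cells were dispensed at 400 per well, compounds added by pin tool, plates incubated ≥48 hr at 37 °C, then CellTiter-Glo added for 30 min at room temperature before luminescence reading. Line: DT40 Tdp1-/- complemented with hTDP1; camptothecin omitted.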
TDP1 block – TDP1 (human) enzyme inhibition. 0.28% of 350,000 active. recombinant TDP1, AlphaScreen DNA substrate cleavage. Potency, µM (doses to about 130 µM), for the others: at the top dose activity change, negative = inhibition, usual class: inhibitors; also: nearly all actives have a fitted effect of over 40% in size
Target sequence (Q9NUW8 whole entry, looked up): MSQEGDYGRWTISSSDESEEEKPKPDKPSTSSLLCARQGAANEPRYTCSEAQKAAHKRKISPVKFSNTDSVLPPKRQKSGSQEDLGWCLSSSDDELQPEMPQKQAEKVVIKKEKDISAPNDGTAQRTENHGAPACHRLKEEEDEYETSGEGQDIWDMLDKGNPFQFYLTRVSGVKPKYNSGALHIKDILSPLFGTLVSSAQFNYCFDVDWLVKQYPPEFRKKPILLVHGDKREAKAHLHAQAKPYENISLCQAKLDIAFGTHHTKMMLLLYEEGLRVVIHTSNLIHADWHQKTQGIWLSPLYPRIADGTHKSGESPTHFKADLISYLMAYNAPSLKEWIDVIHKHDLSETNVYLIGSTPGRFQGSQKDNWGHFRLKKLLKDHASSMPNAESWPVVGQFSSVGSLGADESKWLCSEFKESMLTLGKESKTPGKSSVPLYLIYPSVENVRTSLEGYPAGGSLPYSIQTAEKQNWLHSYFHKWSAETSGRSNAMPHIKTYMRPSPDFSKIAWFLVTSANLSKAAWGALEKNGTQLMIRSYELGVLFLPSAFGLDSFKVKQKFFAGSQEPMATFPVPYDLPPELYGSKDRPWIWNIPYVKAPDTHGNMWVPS
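Signal: AlphaScreen proximity between streptavidin donor and anti-FITC acceptor beads on intact substrate. Reaction: Tdp1 1 nM, substrate 15 nM final, 5 min RT after 15 min compound preincubation.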
* marks the source's active call; other numbers are inactive results; ? = inconclusive; / = no result given; & = joins results of further samples; ! = a repeat was not active; [ ] = dose if it differs, or a comment. Calls follow the shape of the dose curve; as a rule, active = well fitted curve in the direction sought with a large enough effect; inconclusive = small, poorly fitted or top-dose-only effect, or another doubt; inactive = no such curve, though single readings can be large; an effect the other way counts as inactive or inconclusive. % is scaled to controls: 0 for no effect and ±100 for the full control effect; potency is read from the fitted curve at half-maximal effect. Rows were taken by chance; 18% or so of the library scored in one or more.

The opening two compounds, ahead of the listing:
SMILES	DT40 TDP1 CPT	TDP1 cell noCPT	TDP1 block
O=C(COc1ccc(Cl)cc1Cl)N(Cc1ccco1)C1CCS(=O)(=O)C1 (stereo not drawn)	-23.4%	-15.6%	2.1%
O=c1c(/C=N/O)coc2ccc(Cl)cc12	14.6%	-19.0%	1.3%

This part in full, repeating the preview:
SMILES	DT40 TDP1 CPT	TDP1 cell noCPT	TDP1 block
O=C(COc1ccc(Cl)cc1Cl)N(Cc1ccco1)C1CCS(=O)(=O)C1 (stereo not drawn)	-23.4%	-15.6%	2.1%
O=c1c(/C=N/O)coc2ccc(Cl)cc12	14.6%	-19.0%	1.3%
CC1(Br)C(Sc2ccccc2[N+](=O)[O-])=Nc2ccccc21 (stereo not drawn)	20.6µM*	23.1µM*	/
Cn1ccc2c(N3CCCC3)cc3c(c21)C1CCC3O1 (stereo not drawn)	?	?	/
CC(=O)Nc1ccc(S(=O)(=O)N(C)CC(=O)OCC(=O)N2CCN(C(=O)c3ccco3)CC2)cc1	-6.8%	-13.2%	/
CCOC(=O)c1c(-c2ccc(C)o2)csc1NC(=O)CSc1nnc(C)s1	?	?	7.1%
COc1cccc(NC(=O)Cn2c(CCC(=O)O)ccc2-c2ccccc2)c1	11.4%	-9.3%	5.7%
COc1ccc(-c2[nH]ncc2CN(C)Cc2cc(C)[nH]n2)c(F)c1	-8.4%	-26.4%	1.2%
COc1ccc(/C=C2\C(=O)NCC(=O)N2Cc2ccccc2)cc1	14.6µM*	20.6µM*	4.2%
Brc1ccc(CNCCCSc2ncccn2)cc1	14.6µM*	16.4µM*	4.8%
O=C(N1CCOCC1)N(Cc1cccs1)C1CCCC1	0.5%	3.8%	-1.1%
COc1cc(OC)c(S(=O)(=O)Nc2ccccc2C(=O)O)cc1S(=O)(=O)Nc1ccccc1C(=O)O	9.1%	18.3%	/
Cc1ccccc1NC(=O)c1cccc(S(=O)(=O)Nc2cccc(C(=O)O)c2)c1	-0.6%	11.9%	/
O=C(NCc1ccco1)c1cc2nc(-c3cccs3)cc(C(F)(F)F)n2n1	?	?	0.0%
CC(C)CCOc1ccc(C(=O)C[N+]2(C)CCOCC2)cc1	20.6µM*	18.4µM*	-2.0%
CCOC(=O)c1csc(NC(=O)c2ccc(OC)c(OC)c2)n1	-3.5%	1.6%	3.8%
CCN(CC(=O)Nc1ccc(Br)c(C)c1)CC(=O)NC(C)C	?	14.6µM*	5.8%
CCOC(=O)C1CCN(C(=O)N(C)C)CC1	-25.5%	-6.1%	9.3%
O=C(Nc1cccc2ccccc12)OCc1ccccc1	-24.5%	?	/
Cc1nnc(SCCn2c(N3CC(C)CC(C)C3)nc3c2c(=O)[nH]c(=O)n3C)s1 (stereo not drawn)	-18.3%	-17.6%	4.7%
O=C(c1ccco1)N1CCN(C(=O)N2CCCCC2)CC1	0.4%	-2.9%	1.2%
CCN1C(=O)/C(=C/N2CCc3ccccc3C2)SC1=S	-10.5%	?	/
O=C(O/C(=C/c1ccccc1)C(F)(F)F)c1ccccc1	5.3%	-0.6%	/
CC(=O)Nc1ccc(NC(=O)C2CCC(N3C(=O)C4C5C=CC(C6CC56)C4C3=O)CC2)cc1 (stereo not drawn)	-9.5%	-11.9%	1.9%
COC(=O)c1ccc(CSc2nnc3ccc4ccccc4n23)cc1	?	?	0.5%

11 structures already listed, arranged by SMILES length, low to high:
SMILES	DT40 TDP1 CPT	TDP1 cell noCPT	TDP1 block
O=C(Nc1cccc2ccccc12)OCc1ccccc1	-24.5%	?	/
O=C(N1CCOCC1)N(Cc1cccs1)C1CCCC1	0.5%	3.8%	-1.1%
O=C(c1ccco1)N1CCN(C(=O)N2CCCCC2)CC1	0.4%	-2.9%	1.2%
COC(=O)c1ccc(CSc2nnc3ccc4ccccc4n23)cc1	?	?	0.5%
CCN(CC(=O)Nc1ccc(Br)c(C)c1)CC(=O)NC(C)C	?	14.6µM*	5.8%
COc1ccc(/C=C2\C(=O)NCC(=O)N2Cc2ccccc2)cc1	14.6µM*	20.6µM*	4.2%
COc1ccc(-c2[nH]ncc2CN(C)Cc2cc(C)[nH]n2)c(F)c1	-8.4%	-26.4%	1.2%
CCOC(=O)c1c(-c2ccc(C)o2)csc1NC(=O)CSc1nnc(C)s1	?	?	7.1%
Cc1ccccc1NC(=O)c1cccc(S(=O)(=O)Nc2cccc(C(=O)O)c2)c1	-0.6%	11.9%	/
COc1cc(OC)c(S(=O)(=O)Nc2ccccc2C(=O)O)cc1S(=O)(=O)Nc1ccccc1C(=O)O	9.1%	18.3%	/
CC(=O)Nc1ccc(S(=O)(=O)N(C)CC(=O)OCC(=O)N2CCN(C(=O)c3ccco3)CC2)cc1	-6.8%	-13.2%	/

The listing continues:
SMILES	DT40 TDP1 CPT	TDP1 cell noCPT	TDP1 block
CC12CCC(C(=O)Nc3cccc4ccccc34)(C1Br)C2(C)C (stereo not drawn)	?	?	7.9%
C=C1CC[C@H](O)C/C1=C/C=C1\CCC[C@]2(C)C([C@H](C)CCCC(C)(C)O)CC[C@@H]12 (stereo partly drawn)	0.0461µM*!	0.0206µM*!	3.7%&7.3%
CCc1nc2ccc(C(=O)N3CCN(C)CC3)cn2c1N(CCC(C)C)CCN(C)C	0.1%	-17.0%	/
COc1ccc(CCC(C)Nc2ccccc2F)cc1 (stereo not drawn)	6.5%	6.9%	-2.7%
Cc1cc(NS(=O)(=O)c2ccc(NC(=O)C(C)Oc3ccccc3Cl)cc2)no1 (stereo not drawn)	-4.4%	-10.6%	/
O=C(NC(=S)Nc1ccccc1O)c1ccccc1Cl	-14.6%	-29.9%	1.2%
CCOc1cccc2cc(-c3nc(-c4ccc(Cl)cc4)c(C)s3)c(=O)oc12	6.8%	-7.9%	1.5%
CNC(=O)c1c(NC(=O)CCS(=O)(=O)c2ccc(C)cc2)sc2c1CCN(C(=O)OC)C2	?	?	4.6%[0.505 µM]
O=C(COC(=O)c1ccccc1SCC(=O)N1CCCC1)NCc1ccc(F)cc1	-2.6%	-24.2%	/
O=C(c1ccc(F)cc1Cl)N(Cc1ccco1)C1CCS(=O)(=O)C1 (stereo not drawn)	-5.6%	-4.4%	0.3%[56.1 µM]
CCCCn1c(SCC(=O)Nc2sc3c(c2C(N)=O)CCC3)nnc1-c1ccccc1	?	?	/
O=C(NC(Cc1ccccc1)C(=O)O)/C(=C/c1ccc([N+](=O)[O-])cc1)NC(=O)c1ccc(Br)o1 (stereo not drawn)	-0.3%	-3.1%	9.1%
O=C(Nc1c(-c2ccccc2)nc2ncccn12)c1cc2ccccc2oc1=O	-6.6%	-10.8%	/
CN(Cc1ccccc1)Cc1cc(=O)oc2ccccc12	?	?	/
O=C(NC1CC1)c1ccc2c(c1)C1C3CCC(C3)C1C(c1ccccc1)N2 (stereo not drawn)	?	25.9µM*	5.6%
COc1ccc(C2=C(c3ccc(OC)c(OC)c3)CN3CCCCC3C2)cc1 (stereo not drawn)	?	?	2.1%
C[C@H](CO)N1C[C@H](C)[C@H](CN(C)S(=O)(=O)c2cccc(F)c2)Oc2cc(Br)ccc2S1(=O)=O	25.9µM*	20.6µM*	/
COc1ccccc1N1CCN(Cc2nc(N)nc(Nc3ccccc3)n2)CC1	?	?	4.1%
CN(CC(=O)Nc1ccc2c(c1)OCCO2)Cc1nc2ccccc2c(=O)[nH]1	?	?	0.3%
CN(C)c1ccc(N=Nc2ccccc2C(=O)OCC(=O)NCC2CCCCC2)cc1	?	20.6µM*	2.8%
CN(CC(=O)Nc1ccc(Cl)c(Cl)c1)Cc1nnc(-c2ccc(F)cc2)o1	?	?	5.4%
CCCC1(CCC)NC(=O)N(CC(=O)N2CCc3ccccc32)C1=O	-0.8%	1.3%	0.8%
Cc1[nH]n(-c2cccc(Cl)c2)c(=O)c1-c1ccccc1	-6.0%	?	0.0%
CC(OC(=O)CN1C(=O)C2C3C=CC(C4CC34)C2C1=O)C(=O)c1ccccc1 (stereo not drawn)	-12.2%	-15.0%	/
O=C(O)CCCN(Cc1cccc(Br)c1)S(=O)(=O)c1ccc(Br)cc1	-20.5%	12.5%	5.7%
SMILES	DT40 TDP1 CPT	TDP1 cell noCPT	TDP1 block
O=C(NCCc1ccccc1)C(=O)NCc1ccncc1	4.5%	2.2%	-2.6%
CC1(C)Cc2ccccc2-c2nc(NCCCO)n(-c3ccccc3)c(=O)c21	23.1µM*	14.6µM*	1.0%
OC1(C#CCN2CCCC2)c2ccccc2-c2ccccc21	11.1%	1.2%	-8.2%
O=C(COc1ccccc1Cl)Nc1ccc2oc(-c3ccccc3F)nc2c1	?	-25.5%	1.6%
COc1ccc(C2/C=C\CN(C(=O)C3CCCC3)CC(=O)N2Cc2ccc(F)cc2)cc1 (stereo not drawn)	20.6µM*	?	6.2%&-2.4%
COc1ccc(/C=N/NC(=O)Nc2ccc3nsnc3c2)c(OC)c1	?	14.1%	-4.7%
COc1ccc(/C=C/C(=O)Nc2ccc(S(=O)(=O)N3CCOCC3)cc2)c(OC)c1	?	18.4µM*	0.0%
O=C1Nc2ccccc2C(=O)N2c3ccccc3NC(=O)C12 (stereo not drawn)	-0.9%	1.4%	/
Fc1ccccc1CNC(=S)Nc1cccc(C(F)(F)F)c1	?	23.1µM*	-0.6%
Cc1cccc(C(=O)NCCc2ccccc2)c1	-12.4%	?	/
O=C(O)c1cccnc1Sc1ccc(Cl)cc1	-2.4%	3.1%	2.5%
O=C(NCc1ccccc1)C1CCCN(C(=O)NCc2ccccc2)C1 (stereo not drawn)	1.46µM*	4.4%	2.9%
CCOc1ccc(-c2cc(C(=O)N/N=C/c3cccnc3)c3ccccc3n2)cc1	2.31µM*	1.84µM*	1.7%
COc1cc(C)c(S(=O)(=O)N2CCCC2)cc1C	-29.8%	?	-1.1%
COC(=O)c1cc(CC(=O)c2ccc(O)cc2O)c(C)o1	-23.8%	-13.7%	-2.9%
O=S(=O)(c1ccc(Cl)cc1)N1CCN(c2ccccn2)CC1	9.3%	1.2%	4.2%
Cc1sc2nc(SCC(=O)N3CC(C)OC(C)C3)n(C)c(=O)c2c1C (stereo not drawn)	?	13µM*	2.7%
O=C(O)CCc1ccc(-c2ccc(F)cc2)n1CC(=O)O	-3.7%	-0.2%	1.0%
CCCOc1ccc(-c2cnc(N)s2)cc1	-17.8%	-11.9%	5.3%
CCOC(=O)c1cnc(SC)nc1Oc1cccc(NS(=O)(=O)c2ccccc2)c1	-9.4%	-20.4%	-7.7%
CCn1cc(C(=O)N2CCN(c3cccc(Cl)c3)CC2)c2cc(OC)c(OC)cc2c1=O	16.4µM*	23.1µM*	5.9%&4.0%
CCN1C(=O)N2C[C@H]3CON(C)[C@H]3C[C@H]2c2ccccc21	-11.6%	-1.1%	/
CC(C)CC1c2[nH]c3ccccc3c2CCN1C(=O)C1CCOCC1 (stereo not drawn)	3.0%	-29.8%	/
Cc1cc(C)c(S(=O)(=O)N(CC(=O)NCc2cccnc2)C2CCCCC2)c(C)c1	-20.3%	?	7.1%
CCOC(=O)c1cn(-c2c(Cl)cccc2Cl)c2cc(Cl)c([N+](=O)[O-])cc2c1=O	?	16.4µM*	7.9%
SMILES	DT40 TDP1 CPT	TDP1 cell noCPT	TDP1 block
CS(=O)(=O)N(CC(=O)N1CCC(C(N)=O)CC1)Cc1ccc(Cl)c(Cl)c1	-0.3%	?	/
CCOc1ccc(-n2ccc(=O)c(C(=O)Nc3ccc(S(=O)(=O)N4CCOCC4)cc3)n2)cc1	2.0%	19.9%	7.7%
CC(C)CCN1CCN(Cc2nc(-c3ccc(F)cc3)cs2)CC1CCO (stereo not drawn)	-0.8%	-5.4%	-2.7%
O=C(N1CCOCC1)N1CCN(CC(O)COc2ccc3ccccc3c2)CC1 (stereo not drawn)	0.6%	-28.8%	-3.3%
COc1cccc(CNC(=O)CN(c2ccc(C(C)C)cc2)S(=O)(=O)c2c(C)n[nH]c2C)c1	16.4µM*	23.1µM*	4.7%
COc1cc2c(cc1OC)C(c1ccc(F)cc1)N(c1cccc(C#N)c1)C(=O)C2 (stereo not drawn)	14.6µM*	?	-3.7%
CN(C)CCN1C(=O)C(=O)/C(=C(/O)c2ccc(S(=O)(=O)N3CCOCC3)cc2)C1c1ccccc1 (stereo not drawn)	-7.4%	-2.9%	0.0%
CCOc1ccc(Cn2c3ccc(OC)cc3c3nc4ccccc4nc32)cc1OC	-42.0%	?	-1.4%
Cc1cccc(NC(=S)NNC(=O)c2sccc2C)c1	-28.5%	-4.2%	6.1%
CC(=O)Nc1ccc(OC(F)(F)C(F)C(F)(F)F)c(NC(C)=O)c1 (stereo not drawn)	-15.6%	9.5%	4.8%
Cc1nnc(SCC(=O)NNC(=O)c2ccc(Cl)cc2)n1CC1CCCO1 (stereo not drawn)	10.9%	-3.7%	8.3%
Cc1cc(C)nc(NC2=NCC(=O)N2c2ccc(Cl)cc2)n1	7.5%	-7.6%	0.0%
COc1cccc2cc(C(=O)C3=C(O)C(=O)N(CCN(C)C)C3c3ccc(Cl)cc3)oc12 (stereo not drawn)	3.7%	-23.4%	/
